# Growth percent in the NCI-60 one-dose screen (48 h, 10 µM unless noted): 100 = growth as untreated, 0 = no growth, -100 = all killed.
# HT29 – HT29 colon cancer; 81,000 compounds, 7.4% hits
# A498 – A498 renal cancer cells | 76,000 compounds, 5.4% hits
# HCT-15 – HCT-15 colon cancer | 82,000 compounds, 5.2% hits
# COLO 205 – COLO 205 colon cancer. 79,000 compounds, 7.3% hits. AID 1794742
# KM12 – KM12 colon cancer cells. AID 1794800. 82,000 compounds, 5% hits
# HCT-116 – HCT-116 colon cancer. 82,000 compounds, 7.3% hits. AID 1794798
# SW-620 – SW-620 colon cancer; 82,000 compounds, 5.2% hits; AID 1794795
# SNB-75 – SNB-75 CNS cancer. 79,000 compounds, 5% hits
# HCC-2998 – HCC-2998 colon cancer; 79,000 compounds, 4.7% hits
# The depositor's hits bear a star; x = not tested or not shown; [ ] = remark or other dose. Rule for the calls: active = growth percent below 10; inactive = the rest.
SMILES,HT29,A498,HCT-15,COLO 205,KM12,HCT-116,SW-620,SNB-75,HCC-2998
CS(=O)(=O)O[C@@H]1C(=O)N(c2cc3c4ccccc4ccc3c3ccccc23)[C@H]1c1ccc(F)cn1,3.7*,15,29,48,23,14,22,-0.2*,60
Cc1c2ccccc2nc(CSCc2ccccc2)[n+]1[O-],103,x,101,105,104,105,102,95,x
Cn1cnc2c(ncn2C)c1=N,105,86,106,110,107,100,109,82,103
O=S(=O)(NCCNc1cc(-c2cn(-c3ccccc3)nc2-c2cccc(O)c2)ccn1)c1cccc2ccccc12,44,84,48,15,61,54,85,63,77
COc1ccc2oc(C3CCc4ccccc43)cc2c1 (configuration not stated),106,73,97,101,94,105,87,98,94
NC(=O)c1ccc(-c2cccc3c(=O)nc(N4CCOCC4)oc23)cc1,101,98,102,104,98,104,104,75,101
CCOC(=O)N1C/C(=C/c2ccc(OC)cc2)C(=O)/C(=C/c2ccc(OC)cc2)C1,-58*,-0.6*,3.1*,24,x,-83*,-39*,49,-93*
COc1cc(C2=NN(c3cc(Cl)cc(Cl)c3)C(c3sc(N(C)Cc4ccccc4)nc3Cl)C2)cc(OC)c1OC (configuration not stated),80,101,93,114,92,86,104,85,96
O=S(=O)(Nc1cccc2[nH]cnc12)c1ccc(Br)cc1F,110,83,94,91,96,93,99,92,114
O=C(/C(=N/O)c1ccccc1)c1ccccc1,117,92,97,115,107,98,107,85,107
C[C@H](Nc1ncnc2ccc(-c3cnc(Cl)c(NS(C)(=O)=O)c3)cc12)c1ccccc1,-29*,-24*,-24*,-93*,-79*,-61*,1.5*,-3.1*,-77*
CC1(C)CC[C@]2(C(=O)NCCCNCCCCN)CC[C@]3(C)C(=CC[C@@H]4[C@@]5(C)CCC(=O)C(C)(C)[C@@H]5CC[C@]43C)[C@@H]2C1,94,107,97,108,100,81,91,83,109
COc1ccc(/C=C2\CN(Cc3cn(CCNc4ccnc5cc(Cl)ccc45)nn3)C/C(=C\c3ccc(OC)c(OC)c3)C2=O)cc1OC,-42*,33,76,10,-36*,-85*,0.4*,x,x
CCOc1ccccc1C1N(Cc2ccc(OC)cc2)CCCN1Cc1ccc(OC)cc1,76,90,101,98,102,90,96,71,95
COc1ccc(-c2cc(NC(=O)Nc3ccc(C)cc3)no2)cc1,98,53,102,113,100,94,101,92,106
C=CCOc1ccc(C2CCCCC2)cc1,97,107,107,100,98,106,106,92,117
CC1=N/C(=C\c2ccc(Cl)cc2)C(=O)N1CCc1ccc(S(=O)(=O)NC(=S)NCc2ccccc2)cc1,103,121,103,121,104,112,114,161,113
COc1ccc(Cc2nnc(SCC(=O)Nc3ccc(C)cc3)n2-c2ccccc2)cc1,103,101,103,107,101,x,101,105,106
N/C(=N\c1nc2ccc([N+](=O)[O-])cc2s1)C(Cl)(Cl)Cl,31,33,71,32,38,54,70,x,74
COc1cc(-c2nc3sccn3c2-c2ccnc(S(C)(=O)=O)n2)ccc1F,116,95,78,114,102,103,99,76,100
COc1ccccc1/C=N/N1CCCCCC1,102,x,97,123,117,98,97,89,100
CC1CC(=O)Nc2ccccc2N1C(=O)Nc1ccc(Cl)cc1 (configuration not stated),105,90,102,149,101,95,108,96,97
O=[N+]([O-])c1ccc2c(c1)sc1nc(-c3c[nH]c4ccccc34)c(Nc3ccc(Br)cc3)n12,104,106,99,116,92,96,95,82,104
C=C(C)CN(CC(=C)C)C(=N)OC(C)CC (configuration not stated),104,105,108,109,115,105,105,99,113
CN(C)c1ccc(-c2ccc3[nH]c(=O)nc(-c4ccccc4)c3c2)cn1,14,52,28,37,20,16,25,28,66
O=C(O)c1c(O)ccc(N=Nc2ccc(N=Nc3ccc4c(S(=O)(=O)O)cccc4c3O)c3ccccc23)c1O,104,115,110,106,99,99,100,111,116
C#CCOC(=O)C1(C)CCC[C@]2(C)[C@H]3C[C@H]4C(C(C)C)=C[C@]3(CC[C@@H]12)c1c4c(O)cc2c(C(=O)OCC)c(C)[nH]c12 (some centres not stated),98,109,95,120,96,97,102,102,94
CC(C)=C[C@@H]1CC2Cc3c(C)cc(C)cc3N1O2 (some centres not stated),x,87,x,111,115,95,102,82,96
COc1ccc(CSc2ncnc3nc[nH]c23)cc1,107,101,107,121,94,90,104,93,121
NC(=O)N1N=C(c2cc3ccccc3oc2=O)CC1c1cn(-c2ccccc2)nc1-c1ccc(Cl)cc1 (configuration not stated),36,54,19,29,35,27,35,x,57
COc1ccc(C2=NN(C=O)C(c3cn(Cc4ccc(Cl)cc4)c4ccccc34)C2)cc1 (configuration not stated),84,55,82,90,84,106,87,80,93
CC(=O)c1nn(-c2ccccc2)c(=Nc2ccccc2)cc1C,95,103,94,109,99,98,104,76,100
COc1ccc(/C=C/C(=O)CCN2CCCCC2)cc1,98,89,97,100,83,94,109,92,102
CCN1C/C(=N\S(=O)(=O)NC2CCCCC2)N(CC)C1=O,104,105,103,115,100,104,103,98,97
CC1CCNCC1,105,93,106,123,110,107,105,88,121
O=C(Cc1n[nH]c(=O)c2ccccc12)OCc1c(Cl)cccc1Cl,51,91,44,112,66,50,87,90,71
O=C1NC(=S)N[C@H]1CC(=O)n1cnc2ccccc21,111,80,99,111,100,104,97,70,103
O=C(CCl)N(c1ccccc1)c1ccccc1,114,105,105,111,106,111,108,105,119
CCC1CN(CC(O)c2ccc(Br)cc2)CCO1 (configuration not stated),117,98,104,111,101,100,88,94,112
S=C(S)OCN1CCOCC1,20,71,91,21,x,99,75,x,97
CC1(C)CC(=O)C2=C(C1)OC1=C(C(=O)CC(C)(C)C1)C2c1ccc(OCc2cn(-c3ccc(F)cc3)nn2)cc1,101,56,103,89,81,99,121,101,103
COc1ccc(/C=C/C(=O)c2ccc(NC(=O)CSc3nc4c([nH]3)c(=O)n(C)c(=O)n4C)cc2)cc1,116,75,91,119,96,71,94,78,103
CCOC(=O)C(Cc1csc2ccccc12)(NC(C)=O)C(=O)OCC,90,93,x,102,103,92,103,89,102
Nc1ncnc2c1N=C(c1ccccc1)CC(c1cccc(Nc3ccnc4cc(C(F)(F)F)ccc34)c1)N2 (configuration not stated),62,80,45,68,48,52,69,77,82
COc1ccc(Cn2c(Br)c3c(c2Br)-c2nc(N)sc2CC3)cc1,17,12,30,67,30,18,16,38,67
CN(C)c1ccc([C@H]2C[C@]3(C)[C@@H](CC[C@]3(O)CCCO)[C@@H]3CCC4=CC(=O)CCC4=C32)cc1,95,87,101,113,102,85,97,98,106
C/C(=N\N=C\c1ccc(Cl)c([N+](=O)[O-])c1)c1ccc2c(c1)Nc1ccccc1S2,35,92,51,32,29,19,6.1*,109,8.7*
CC(C)(C)c1ccc(S(=O)(=O)Nc2ccccc2N)cc1,94,95,99,91,100,89,99,75,99
O=C(CN1C(=O)CCC1=O)Nc1ncc(Cc2ccccc2Cl)s1,101,105,100,107,106,96,104,83,99
C[C@@H]1CN(c2nnc(-c3ccccn3)n2C)C[C@H](C)O1,106,95,99,113,106,97,103,78,102
O=C(O)c1cn(C2CC2)c2cc(N3CCN(C(=O)Nc4nc(-c5ccc(Br)cc5)cs4)CC3)c(F)cc2c1=O,9.3*,-7.9*,14,24,11,18,22,24,35
COc1cc(C2OC34CCCCC3C(C#N)(C(=N)O4)C2(C#N)C#N)cc(OC)c1OC (configuration not stated),109,111,100,104,102,94,96,81,111
CC(=O)N1N=C(c2cccc(OCCCCOc3cccc(C4=NN(C(C)=O)C(c5ccc(Cl)cc5)C4)c3)c2)CC1c1ccc(Cl)cc1 (configuration not stated),93,92,88,102,83,82,92,77,105
O=C(Nc1ccc(C2=NCCN2)cc1)c1ccc(Br)c(C(=O)Nc2ccc(C3=NCCN3)cc2)c1,98,79,115,103,109,108,97,106,114
c1ccc(-n2cccc2)cc1,107,103,101,109,93,105,97,108,102
O=C1[C@H]2Cc3c([nH]c4ccccc34)[C@@H](c3ccc(Cl)cc3)N2C(=O)CN1C1CCN(Cc2c(F)cccc2F)CC1,19[4.17 µM],56[4.17 µM],42[4.17 µM],56[4.17 µM],49[4.17 µM],47[4.17 µM],59[4.17 µM],45[4.17 µM],x
COc1cc(C2CC(c3ccc(Cl)cc3)=NN2)ccc1Oc1ccnc2cc(Cl)ccc12 (configuration not stated),97,97,89,119,89,89,108,88,99
Cc1ccc(Cc2ccc(C)cc2)cc1,105,93,101,107,99,107,102,101,100
c1ccc(-c2nnc3ccccc3n2)cc1,99,83,46,35,101,95,75,80,106
C#Cc1cccc(NC(=O)c2ccc(NC(=O)C=C)cc2)c1,44[8.25 µM],41[8.25 µM],61[8.25 µM],115[8.25 µM],97[8.25 µM],57[8.25 µM],78[8.25 µM],39[8.25 µM],101[8.25 µM]
# Other records:
SMILES,HT29,A498,HCT-15,COLO 205,KM12,HCT-116,SW-620,SNB-75,HCC-2998
N#CC1=C(N)Oc2c(sc3c(Br)cccc23)C1c1ccccn1 (configuration not stated),11,38,29,6.4*,35,28,35,61,73
Cc1ccccc1N(C)c1nc(N)nc2[nH]ncc12,110,104,92,133,94,102,106,100,103
O=C(NNc1nc(N2CCOCC2)nc(N2CCN(C(c3ccccc3)c3ccccc3)CC2)n1)c1ccccc1,90,x,88,107,94,88,95,x,109
COc1ccc(S(=O)(=O)NCCNc2nccc(-n3cnc4ccccc43)n2)cc1,100,83,94,100,93,98,103,79,100
CC(C)(C)n1cc(-c2ccnc(NCCCNS(=O)(=O)c3ccc(Cl)cc3)c2)c(-c2cccc(O)c2)n1,-49*,-8.4*,-65*,-87*,-36*,6.5*,-38*,x,-82*
COc1ccc2[nH]c(-c3ccccc3)c(C=C(C#N)C#N)c2c1,17,21,36,38,19,23,25,-5.7*,49
CCOC(=O)c1c2c(cn1Cc1cccc(OC)c1OC)-c1oncc1CC2,111,78,109,119,110,101,106,93,123
O=c1[nH]nc(-c2ccc(Cl)c(Cl)c2)cc1Cc1ccc([N+](=O)[O-])cc1,109,x,96,108,96,98,93,83,107
O=C(O)c1cn(C2CC2)c2cc(N3CCN(C(=O)CN4C(=O)S/C(=C\c5ccco5)C4=O)CC3)c(F)cc2c1=O,114,64,113,112,101,108,106,51,111
O=C1OC(=O)C2C1C(c1ccccc1)N1C3C(=O)OC(=O)C3C(c3ccccc3)N21 (configuration not stated),108,95,104,107,100,105,90,96,109

# Among those listed so far, these contain an NH in an aromatic ring:
SMILES,HT29,A498,HCT-15,COLO 205,KM12,HCT-116,SW-620,SNB-75,HCC-2998
O=S(=O)(Nc1cccc2[nH]cnc12)c1ccc(Br)cc1F,110,83,94,91,96,93,99,92,114
O=[N+]([O-])c1ccc2c(c1)sc1nc(-c3c[nH]c4ccccc34)c(Nc3ccc(Br)cc3)n12,104,106,99,116,92,96,95,82,104
CN(C)c1ccc(-c2ccc3[nH]c(=O)nc(-c4ccccc4)c3c2)cn1,14,52,28,37,20,16,25,28,66
C#CCOC(=O)C1(C)CCC[C@]2(C)[C@H]3C[C@H]4C(C(C)C)=C[C@]3(CC[C@@H]12)c1c4c(O)cc2c(C(=O)OCC)c(C)[nH]c12 (some centres not stated),98,109,95,120,96,97,102,102,94
COc1ccc(CSc2ncnc3nc[nH]c23)cc1,107,101,107,121,94,90,104,93,121
O=C(Cc1n[nH]c(=O)c2ccccc12)OCc1c(Cl)cccc1Cl,51,91,44,112,66,50,87,90,71
COc1ccc(/C=C/C(=O)c2ccc(NC(=O)CSc3nc4c([nH]3)c(=O)n(C)c(=O)n4C)cc2)cc1,116,75,91,119,96,71,94,78,103
O=C1[C@H]2Cc3c([nH]c4ccccc34)[C@@H](c3ccc(Cl)cc3)N2C(=O)CN1C1CCN(Cc2c(F)cccc2F)CC1,19[4.17 µM],56[4.17 µM],42[4.17 µM],56[4.17 µM],49[4.17 µM],47[4.17 µM],59[4.17 µM],45[4.17 µM],x
Cc1ccccc1N(C)c1nc(N)nc2[nH]ncc12,110,104,92,133,94,102,106,100,103
COc1ccc2[nH]c(-c3ccccc3)c(C=C(C#N)C#N)c2c1,17,21,36,38,19,23,25,-5.7*,49
O=c1[nH]nc(-c2ccc(Cl)c(Cl)c2)cc1Cc1ccc([N+](=O)[O-])cc1,109,x,96,108,96,98,93,83,107
